Source: PubChem BioAssay
NCI-60 one-dose screen, 48 h, at 10 µM unless noted. Numbers give growth in % (100 = growth as untreated, 0 = no growth, -100 = all killed).
A498 – A498 renal cancer cells | AID 1794774 | 76,000 compounds, 5.4% hits
OVCAR-3 – OVCAR-3 ovarian cancer. 79,000 compounds, 7% hits. AID 1794787
RXF 393 – RXF 393 renal cancer cells; 77,000 compounds, 6.9% hits; AID 1794773
OVCAR-4 – OVCAR-4 ovarian cancer cells; 80,000 compounds, 3.7% hits
SK-OV-3 – SK-OV-3 ovarian cancer cells | 80,000 compounds, 3.2% hits | AID 1794785
OVCAR-5 – OVCAR-5 ovarian cancer; 82,000 compounds, 2.9% hits
OVCAR-8 – OVCAR-8 ovarian cancer; 81,000 compounds, 4.4% hits
ACHN – ACHN renal cancer; 81,000 compounds, 4.9% hits; AID 1794771
IGROV1 – IGROV1 ovarian cancer. AID 1794786. 79,000 compounds, 4.7% hits
The depositor's hits bear a star; . = no result given; [ ] = remark or other dose. How the source made its calls: active means growth percent below 10; inactive means the rest.

SMILES	A498	OVCAR-3	RXF 393	OVCAR-4	SK-OV-3	OVCAR-5	OVCAR-8	ACHN	IGROV1
CCn1cc(C(=O)N[C@H]2C(OC(C)=O)[C@@H](OC(C)=O)C(COC(C)=O)O[C@H]2OC(C)=O)c(=O)c2ccc(C)nc21 (some centres undefined)	108	116	129	116	114	103	100	104	110
CC(C)OC(=O)NNC(=O)c1ccncc1	119	93	120	101	106	98	99	96	98
COc1ncc2cc1NS(=O)(=O)c1cccc(c1)C(=O)NCC1=CC=C(S1)c1ncnc3c1SC2=C3C	-67*	-73*	-63*	-24*	5.3*	-26*	21	-14*	-24*
COc1nc(OCCOC(=O)C(=O)c2c[nH]c3ccccc23)ccc1CNCCNC(C)=O	111	.	104	92	96	98	99	94	83
CCOC(=O)CC1CSC(c2cccc(Cl)c2)=N1 (centres undefined)	82	107	106	111	103	113	102	109	113
COc1ccccc1N1CCN(Cc2c[nH]c3ncnc(OC)c23)CC1	70	113	105	120	96	91	94	97	92
NC(N)=Nc1nc2ccccc2o1	89	.	114	110	107	110	110	97	102
CN(C)Cc1cc(C(C)(C)C)cc(C2CCCCC2)c1O	89	108	95	109	99	104	104	107	109
C=CCn1c(SCC(=O)Nc2ccc(C(=O)/C=C/c3cc(OC)c(OC)c(OC)c3)cc2)nnc1-c1cc(-c2ccc(S(C)(=O)=O)cc2)nc2ccccc12	.	86	61	95	127	112	69	92	73
Cc1cc2ccccc2c(Br)c1C	98	116	115	117	106	99	107	104	102
COC(=O)[C@H](Cc1c[nH]c2ccccc12)NC(=O)[C@H](C)NCc1cccnc1	35	110	103	89	95	94	90	103	99
CCN1C(=O)/C(=c2\sc3n(c2=O)C2C(NN=3)N(CC)C(=S)N2CC)c2ccccc21 (centres undefined)	91	103	.	89	.	107	100	100	100
Cc1nn(-c2ccccc2)c2c1oc(=O)c1cc(Cl)ccc12	91	86	116	113	106	111	101	101	86
CN(C)CCCOc1c(Br)cc(/C=C/C(=O)N(C)CCc2cc(Br)c(OCCCN(C)C)c(Br)c2)cc1Br	61	76	60	80	102	79	31	.	48
O=C(/C=C/Nc1ccc(S(=O)(=O)O)cc1)c1ccc(Cl)cc1	104	.	118	109	120	106	113	110	116
OCC1CCN(c2ccc3nnc(Cl)n3n2)CC1	88	.	107	101	100	98	96	99	114
Clc1ncnc2nc[nH]c12	101	98	.	103	.	101	102	96	.
CCCCCCC(C)NCCOC(=O)c1ccc([N+](=O)[O-])cc1 (centres undefined)	82	100	99	102	100	93	100	93	94
Nc1cccc(I)c1	98	105	113	108	95	101	.	105	103
C=CCNC(=S)NCCO	111	104	125	116	120	109	105	102	124
CCOc1cc2c(cc1OCC)C(c1cc(Cl)c(O)c(OCC)c1)NCC2 (centres undefined)	100	103	121	104	111	102	71	94	94
CN1C(=O)N(C)C2NC(=[N+]3CCOCC3)NC21 (centres undefined)	85	100	104	113	84	100	99	92	109
CCN1C(=S)N(CC)C2Nn3c(s/c(=C4\C(=O)N(C)c5ccccc54)c3=O)=NC21 (centres undefined)	-8.5*	20	.	47	.	67	55	53	53
C=C(Cl)C(O)CO (centres undefined)	93	100	143	110	98	93	105	111	102
Nc1ccn(C2OC(CCl)C(O)C2O)c(=O)n1 (centres undefined)	104	102	109	100	96	123	75	90	91
CCOC(=O)C(=CNc1ccc(-c2cn3c(n2)sc2cc(Oc4ccnc(C(=O)NC)c4)ccc23)cc1)C(=O)OCC	84	98	112	97	107	112	105	87	104
COc1ccccc1N1CCN(C(=O)CCCl)CC1	98	104	100	115	107	100	98	98	104
COc1cc(C(=O)/C=C/c2c(C(F)(F)F)nc3sccn23)cc(OC)c1OC	61	-31*	-56*	18	2.1*	15	12	-69*	23
CC1(C)OC(=O)C(=NNc2cccc3c2C(=O)c2ccccc2C3=O)C(=O)O1	84	78	83	78	79	90	88	89	81
Cc1ccc(C2CC(c3cccc(Nc4ccncc4)c3)=Nc3c(N)nc(N)nc3N2)cc1 (centres undefined)	86	82	56	81	98	95	38	56	42

Part of the list above, with each value named.
COc1ccccc1N1CCN(C(=O)CCCl)CC1
  A498: 98	OVCAR-3: 104	RXF 393: 100	OVCAR-4: 115	SK-OV-3: 107	OVCAR-5: 100	OVCAR-8: 98	ACHN: 98	IGROV1: 104

COc1cc(C(=O)/C=C/c2c(C(F)(F)F)nc3sccn23)cc(OC)c1OC
  A498: 61	OVCAR-3: -31*	RXF 393: -56*	OVCAR-4: 18	SK-OV-3: 2.1*	OVCAR-5: 15	OVCAR-8: 12	ACHN: -69*	IGROV1: 23

CC1(C)OC(=O)C(=NNc2cccc3c2C(=O)c2ccccc2C3=O)C(=O)O1
  A498: 84	OVCAR-3: 78	RXF 393: 83	OVCAR-4: 78	SK-OV-3: 79	OVCAR-5: 90	OVCAR-8: 88	ACHN: 89	IGROV1: 81

Cc1ccc(C2CC(c3cccc(Nc4ccncc4)c3)=Nc3c(N)nc(N)nc3N2)cc1 (centres undefined)
  A498: 86	OVCAR-3: 82	RXF 393: 56	OVCAR-4: 81	SK-OV-3: 98	OVCAR-5: 95	OVCAR-8: 38	ACHN: 56	IGROV1: 42

More results follow.
SMILES	A498	OVCAR-3	RXF 393	OVCAR-4	SK-OV-3	OVCAR-5	OVCAR-8	ACHN	IGROV1
O=C1CSC(=S)N1/N=C/c1ccccc1O	99	111	112	99	116	109	104	108	110
CCN(CC)CC(=O)Nc1ccc2ncnc(Nc3ccc(Oc4cccc(F)c4)c(Cl)c3)c2c1	44	53	43	53	22	81	76	42	18
O=c1cc(-c2ccccc2)nc(SCc2nc3cc(Cl)c(Cl)cc3[nH]2)[nH]1	94	106	107	101	92	95	104	97	101
Cc1nc2sc(C(=O)Nc3cccc4ccccc34)c(N)c2cc1C(C)O (centres undefined)	24	3.1*	22	55	32	41	16	43	32
NC(N)=Nc1ccc(/C=C2\C=Cc3ccccc32)cc1	48	73	64	78	79	81	72	68	51
O=C(Nc1ccc(NC(=O)c2cc(O)c(O)c(O)c2)cc1)c1cc(O)c(O)c(O)c1	95	90	102	100	91	100	93	105	112
Cc1ccc2nc(/C(C#N)=C(/CCCO)NCCC(=O)O)[nH]c(=O)c2c1	94	118	115	107	106	101	100	109	111
Cc1cc(C)nc(NS(=O)(=O)c2ccc(N/C(N)=N/c3nccc(-c4cccnc4)n3)cc2)n1	120	107	.	105	92	115	108	102	97
O=C(Nc1cccc(-c2nc3ccccc3c(=O)[nH]2)c1)c1ccccc1	86	108	99	119	92	115	97	97	107
COC1C(=O)CCC2(CO2)C1(O)C1(C)OC1CCC(C)C (centres undefined)	113	95	70	90	101	87	.	72	-5.2*
CC1=NN(c2cn3c(-c4ccc(C)cc4)csc3n2)C(=O)C1	99	110	96	100	95	124	102	97	101
O=C1CSC(c2ccccc2Cl)N1Cc1ccc2c(c1)OCO2 (centres undefined)	125	132	134	99	111	100	107	107	100
C=CC(=O)c1c(C)cc(C)cc1C	88	113	.	101	88	105	86	110	106
CC[C@]12C=CCN3CC[C@@]4(c5cc(NC(=O)CCC(=O)O[C@H]6CC[C@H]7[C@@H]8CC[C@H]9CC(=O)CC[C@]9(C)[C@H]8CC[C@]67C)c(OC)cc5N(C)[C@H]4[C@@](O)(C(=O)OC)[C@@H]1OC(C)=O)[C@@H]32	66	73	66	61	99	104	76	87	70
C(=N\N1CCCCCC1)/c1ccc2ccccc2n1	117	86	105	83	98	90	96	89	94
O=C(Nc1ccc(Oc2cccc(F)c2)c(Cl)c1)c1cccnc1	4.2*	7.0*	14	46	30	73	35	35	42
CC(=O)c1sc(N2N=C(c3ccc(Cl)cc3)CC2c2cccnc2)nc1C (centres undefined)	.	82	92	81	.	99	87	88	77
COc1ccc(C2=Nc3c(N)nc(SC)nc3NC(c3ccc4c(c3)OCO4)C2)cc1 (centres undefined)	45	82	109	81	89	103	105	94	36
CC(C)(C#N)c1cc(F)cc(C(=O)Nc2cc(Nc3ncccc3-c3ncnc4nc[nH]c34)ccc2F)c1	-4.9*	55	34	70	64	37	41	38	15
CCCCCCCCCCCCCCCCCCOc1ccccc1CC(=O)OCC[N+]1(C)CCCCC1	83	62	-3.9*	32	97	55	22	95	-32*
COc1ccc2oc(=O)cc(Cn3cc(Cn4c(C)cc(=O)n(Cc5cn(Cc6cc(=O)oc7ccc(OC)cc67)nn5)c4=O)nn3)c2c1	106	107	109	106	.	105	103	95	99
CC1CCCC2C1NC(=O)[C@]21N2CCC[C@@H]2[C@@H](C(=O)C2CCCCC2)[C@]12C(=O)NC1CCCCC12 (some centres undefined)	112[20 µM]	79[20 µM]	89[20 µM]	84[20 µM]	94[20 µM]	117[20 µM]	89[20 µM]	89[20 µM]	88[20 µM]
N#Cc1c(C(F)(F)F)cc(=O)[nH]c1O	105	.	111	109	116	99	104	99	106
C/C(=N\Nc1ccc(C(=O)O)cc1)c1cnn(-c2cc(=O)[nH]c3ccccc23)c1C	114	102	89	93	97	96	105	94	98
COc1ccc(CN(N=O)c2ccc(C(=O)O)cc2)cc1	111	115	137	105	114	110	100	102	107
O=C(Nc1ccc(Oc2ccc(F)cc2)c(Cl)c1)c1cccnn1	61	74	83	.	89	84	71	74	98
COc1cc(/C(C)=C(\c2ccc(Cl)cc2)c2ccc(OCCN(C)C)cc2)ccc1F	.	59	60	46	111	75	74	87	35
Cc1nc2cc(NC(=O)/C=C/c3ccc(Cl)cc3)ccc2c(=O)[nH]1	95	116	108	98	103	103	106	105	111
COc1cc(/C=C/C(=O)Oc2ccc(/C=C/c3cc(OC(=O)/C=C/c4cc(OC)c(O)c(OC)c4)cc(OC(=O)/C=C/c4cc(OC)c(O)c(OC)c4)c3)cc2)cc(OC)c1O	107	121	101	100	106	107	101	.	106
O=C(Nc1ccc(Cl)cc1)c1cc2ccccc2cc1OP(=O)(O)O	29	11	.	25	19	69	28	17	-1.3*
CCOC(=O)C1=C(C)NC(C)=C(C(=O)OCC)C1c1cn[nH]c1-c1ccc(OCc2ccccc2)cc1	86	81	53	70	78	99	50	69	62
C[C@H](c1nc2ccccc2nc1NC(C)(C)C)[C@H]1CC[C@H]2[C@@H]3CCC4=CC(=O)CC[C@]4(C)[C@H]3CC[C@]12C	112	105	.	105	112	113	116	96	112
O=C(CCCCC(=O)N(CCO)CCO)N(CCO)CCO	105	108	106	119	104	102	98	99	101
O=C(/C=C(O)/C=C/c1ccc(F)cc1)/C=C/c1ccc(F)cc1	82	102	103	88	114	99	94	103	95
CC1=C[C@H]2c3c(c(O)c(O)c4oc5cc(O)ccc5c(=O)c34)[C@H](c3cc(O)c(O)c4oc5cc(O)ccc5c(=O)c34)[C@H]2C(C)(C)C1	.	46	55	56	60	59	25	38	21
O=C1/C(=C\c2cccnc2)SC(=S)N1CCc1ccc(O)cc1	85	36	25	64	96	59	63	29	63
Cc1cc(C)c(C#N)c(Sc2nc(C)c([N+](=O)[O-])c(C)c2C#N)n1	110	69	55	67	81	90	77	39	83
O=C(O)c1cc(NC(=O)C(Cl)Cl)cc(N2C(=O)CSC2=S)c1	105	108	113	104	129	106	101	105	109
N#C/C(=C\c1cc(Cl)cc(Cl)c1O)C(/C(C#N)=C/c1cc(Cl)cc(Cl)c1O)c1ccc2c(c1)OCO2 (centres undefined)	100	108	111	98	97	104	101	100	104
O=C(C[n+]1ccccc1/C=N/O)c1ccccc1	113	110	104	103	96	102	96	95	98
CC1(C)CC(C(=O)O)C(=O)O1 (centres undefined)	103	112	102	99	106	95	116	95	113
CCOC(=O)C(C#N)C(C)(C)C#N (centres undefined)	101	109	103	114	107	100	101	100	105
N#CC(C#N)N=Nc1cc(Cl)ccc1Cl	110	106	115	99	99	97	90	94	.
CCCCCCCCCCCCCCCCCC(=O)Nc1ccc(C)cc1NC(=O)CCCCCCCCCCCCCCCCC	.	106	96	108	99	102	102	117	98
ClC(Cl)c1nc(-c2cccs2)n2nc(-c3ccccc3)cc2n1	-78*	-37*	-73*	11	20	-8.5*	12	-24*	47
O=C(Nc1ncc(Cc2cccc3ccccc23)s1)c1cc(Br)cs1	93	83	108	72	79	82	80	45	66
O=C(Oc1ccc([N+](=O)[O-])cc1)c1ccc(CBr)cc1	86	114	114	111	147	103	96	95	91
C=C1C(=O)O[C@H]2[C@H]1CC/C(COC(=O)NCc1ccc(Cn3c(=O)sn(CCI)c3=O)cc1)=C\CC[C@@]1(C)O[C@@H]21	120	-55*	0.0*	32	109	82	89	28	-75*
COC(=O)C1C2CC3c4[nH]c5cc(OC)ccc5c4CCN3CC2CC(OC2CCCCO2)C1OC (centres undefined)	83	107	104	94	101	105	96	100	114
COc1ccc(/C=C2\C(=O)N(Cc3ccco3)SC2=S)c(OC)c1OC	86	115	96	92	103	104	87	97	101
COc1ccc(C2=Nc3c/c(=C\c4c(O)[nH]c5ccccc45)ccc3=N2)cc1	85	40	88	66	100	85	89	75	90
CCN1CC(=O)N(/N=C2\C(=O)Nc3ccccc32)C1=S	82	98	77	97	78	97	95	77	55
N=c1sc(Cc2ccc(F)cc2)cn1CC(=O)c1ccc(Br)cc1	92	111	112	88	102	86	99	76	98

Part of the list above in another layout.
| canonical_smiles | A498 | OVCAR-3 | RXF 393 | OVCAR-4 | SK-OV-3 | OVCAR-5 | OVCAR-8 | ACHN | IGROV1 |
| --- | --- | --- | --- | --- | --- | --- | --- | --- | --- |
| N=c1sc(Cc2ccc(F)cc2)cn1CC(=O)c1ccc(Br)cc1 | 92 | 111 | 112 | 88 | 102 | 86 | 99 | 76 | 98 |
| ClC(Cl)c1nc(-c2cccs2)n2nc(-c3ccccc3)cc2n1 | -78* | -37* | -73* | 11 | 20 | -8.5* | 12 | -24* | 47 |

Compounds were not picked by outcome; about 11% have a hit in one of these screens.
